# Bioassay records from PubChem BioAssay.
# Exocytosis inh – LAMP-1 surface exposure blockers, TALL-104 cells – cell-based, flow cytometry, MLPCN library, primary screen. TALL-104 LAMP-1 surface exposure; cells stimulated with thapsigargin and PMA. inhibition, % at 10 µM. 360,000 compounds, 0.66% hits. AID 651702, 2012;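 active = inhibition above about 55%, limit read from the data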
# Vif inh – HIV Vif self-association inhibitors, primary screen, imaging, HEK293T, single point; HEK293T cells, Vif self-association by quenched fluorescence, 24 h; inhibition, % at 7.49 µM; 340,000 compounds, 0.35% hits; AID 602346, 2012; in the data active = inhibition above about 50%, passing the limit was not always enough; note: some results filed as inactive read as strong as hits
# CaV13 ICDI inh – Primary screen for inhibitors of IQ motif and Ca2+-dependent inactivation inhibitor domain binding in CACNA1D, Förster resonance energy transfer in living cells, … | HEK cells, CFP/YFP FRET ICDI-IQ, plate reader, 10 min; percent FRET-ratio fall versus neutral wells | inhibition, % at 12.3 µM | 340,000 compounds, 0.098% hits | AID 743397;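 active = mean replicate inhibition of at least 30% and at least 1% of replicates passing that level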;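 note: 0% = median of the neutral control wells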
# iPSC survival up – enhancers of single-cell hiPSC survival, primary screen, ATPlite luminescence; survival enhancement, % at 20 µM; 100% = ROCK inhibitor wells, 0% = DMSO; 360,000 compounds, 0.044% hits; AID 602274, 2012; in the data active = survival enhancement above about 18%;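 note: cells exposed to compounds for 16 hours before the ATP read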
# aDG glyco act – activators of alpha-DG glycosylation, primary screen, uHTS, Pro5-aDG cells, AlphaScreen | 360,000 compounds, 0.22% hits | alpha-DG glycosylation AlphaScreen (IIH6); 0% Pro5, 100% B10-LARGE cell signal | activation, % at 10 µM;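 active = activation of at least 8% versus controls, or a plate z-score of at least 8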;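 note: Pro5 are CHO cells carrying HIG-tagged alpha-DG that lacks glycosylation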
# NR2E3 ag-1 – inhibitors of NR2E3-RetCOR corepressor binding, primary screen, NR2E3 agonist project, biochemical, TR-FRET, GST-NR2E3, biotin-RetCOR; inhibition of corepressor binding, % at 4.78 µM; 1536-well; 320,000 compounds, 0.12% hits; Photoreceptor-specific nuclear receptor (Homo sapiens), Q9Y5X4; AID 2300, 2010;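 active = percent inhibition above the cutoff of mean plus 3 SD of all tested compounds, set per screening campaign, cut at about 20% in these data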;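 note: 0% = DMSO wells and 100% = biotin wells as full block of FRET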
# Target sequence (Q9Y5X4 whole entry, looked up): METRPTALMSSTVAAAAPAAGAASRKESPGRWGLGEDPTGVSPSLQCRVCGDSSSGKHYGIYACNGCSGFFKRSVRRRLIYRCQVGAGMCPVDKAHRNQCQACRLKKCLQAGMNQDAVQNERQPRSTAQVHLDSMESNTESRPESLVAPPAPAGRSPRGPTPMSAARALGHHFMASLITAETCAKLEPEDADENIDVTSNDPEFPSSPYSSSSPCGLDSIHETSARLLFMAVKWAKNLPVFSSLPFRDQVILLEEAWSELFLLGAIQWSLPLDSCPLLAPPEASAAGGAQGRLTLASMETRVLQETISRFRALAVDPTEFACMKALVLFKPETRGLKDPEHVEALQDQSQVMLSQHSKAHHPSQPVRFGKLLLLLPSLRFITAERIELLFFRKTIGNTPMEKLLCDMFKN
#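 System: GST-tagged NR2E3 plus biotinylated RetCOR corepressor; Buffer or medium: pH 7.5 Tris-based buffer; Probe or stimulus: RetCOR corepressor, biotinylated, 7 nM; Doses: compound at 4.8 µM, single dose; Schedule: 5 h incubation at 4 °C; Technique: time-resolved FRET; Evaluation: percent inhibition of TR-FRET ratio; Replication: one well per compound, singlicate testing.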
# Peg3 prom inh – Peg3 promoter-driven luciferase inhibitors, primary screen, cell-based, HeLa, luciferase luminescence | HeLa PEG-Prom luciferase reporter, overnight | inhibition, % at 20 µM | 360,000 compounds, 1.7% hits | AID 588405, 2011;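 active = inhibition of at least 50% at 20 µM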
# PDI turbidity – inhibitors of human PDI, primary screen, biochemical, turbidity, single point, plate reader. PDI insulin aggregation turbidity, A650, 90 min. inhibition, % at 10 µM. 350,000 compounds, 0.052% hits;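 active = mean inhibition across replicates of 30% or more, whatever share of single replicates reach that level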;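 note: absorbance from insulin aggregation driven by PDI reduction with DTT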
# Target sequence (P07237 whole entry, looked up): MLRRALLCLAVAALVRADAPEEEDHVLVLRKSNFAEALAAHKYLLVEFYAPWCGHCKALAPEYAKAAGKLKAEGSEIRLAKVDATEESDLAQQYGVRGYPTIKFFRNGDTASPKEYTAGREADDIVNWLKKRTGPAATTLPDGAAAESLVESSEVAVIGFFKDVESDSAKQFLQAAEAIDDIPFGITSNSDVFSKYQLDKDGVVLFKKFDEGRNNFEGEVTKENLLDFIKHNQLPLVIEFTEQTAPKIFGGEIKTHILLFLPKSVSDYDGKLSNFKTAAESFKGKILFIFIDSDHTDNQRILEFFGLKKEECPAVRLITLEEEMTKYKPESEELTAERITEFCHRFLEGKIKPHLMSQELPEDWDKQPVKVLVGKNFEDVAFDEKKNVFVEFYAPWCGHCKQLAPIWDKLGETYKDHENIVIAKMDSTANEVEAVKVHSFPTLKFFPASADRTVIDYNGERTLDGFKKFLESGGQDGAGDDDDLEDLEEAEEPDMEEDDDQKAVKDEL
# TRPM1 prom inh – inhibitors of MITF-dependent TRPM1 promoter reporter, primary screen, cell-based, SK-MEL-5, single point, luciferase; SK-MEL-5 TRPM1 promoter luciferase, 24 h; inhibition, % at 12.5 µM; 330,000 compounds, 0.83% hits; AID 488899, 2010;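 active = mean inhibition across replicates of 60% or more, whatever share of single replicates reaches that level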; note: values of inactives mirror those of a sister screen read the other way
# HIF-2a inh – HIF-2a reporter inhibitors, primary screen, luminescence, 786-0 RCC cells; 786-0 RCC cells HIF-2a reporter, luciferase luminescence, overnight; inhibition, % at 18.8 µM; 360,000 compounds, 0.72% hits; AID 624352, 2012;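 active = inhibition of the luminescence signal of 40% or more relative to plate controls, in a single-dose primary screen at 18.75 µM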
# NR2E3 ag-2 – NR2E3 agonists in two-hybrid cells, primary screen, cell-based, luminescence, CHO-S, Gal4-NCOR/VP16-NR2E3; Photoreceptor-specific nuclear receptor (Homo sapiens), Q9Y5X4; AID 602229, 2012; luciferase; inhibition of corepressor binding, % at 3.98 µM; 360,000 compounds, 0.35% hits;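 active = inhibition above the mean of all tested compounds plus 3 SD, cut at about 70% in these data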;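 note: 0% = DMSO with NR2E3 transfected cells and 100% = cells lacking NR2E3 construct; higher means lower luciferase signal from less NR2E3 corepressor binding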
# Numbers without * were called inactive; / = no result given. Outcome played no part in choosing rows; about 3.5% have a hit in one of these screens.
# The line under a structure holds: PDI turbidity	Exocytosis inh	NR2E3 ag-2	Vif inh	NR2E3 ag-1	TRPM1 prom inh	CaV13 ICDI inh	iPSC survival up	HIF-2a inh	Peg3 prom inh	aDG glyco act
CCN(CC)S(=O)(=O)c1ccc(C(=O)OCCN2C(=O)c3cccc4c(N5CCOCC5)ccc(c34)C2=O)cc1
 : -1.3	0.7	0.7	16.6	-2.3	-3.9	-4.6	1.3	-5.3	43.3	0.2
COc1ccc(NC(=O)C23CCC(C)(C(=O)O2)C3(C)C)cc1 (configuration not stated)
 : -6.7	-0.9	-1.6	-1.4	0.3	0.4	-10.8	1.9	-5.2	3.5	0.1
COc1ccc2c(c1)OC[C@H]1[C@H]2N2C(=O)c3cc(OC)c(OC)cc3NC(=O)[C@@]2(C)[C@H]1c1ccccc1
 : 1.4	-2.0	21.6	2.9	-0.7	32.8	-11.1	0.2	36.3	26.8	0.7
CNc1ccc(C(=O)c2ccccc2C(=O)O)cc1[N+](=O)[O-]
 : 4.4	-0.6	-22.5	7.2	2.1	0.3	-6.1	2.1	6.7	-5.1	0.8
Cc1ccccc1C(=O)Nc1ccc2c(C#N)c3nc4ccccc4nc3n2c1
 : -9.7	6.3	-11.5	-10.1	-1.1	-5.6	-4.0	-1.6	-12.0	3.0	-0.4
CCCCOC(=O)CSC1=C(C#N)C(c2ccccc2OC)C(C#N)C(=O)N1 (configuration not stated)
 : 0.3	-1.2	-23.9	-7.8	1.9	7.1	-4.3	0.2	13.2	-7.4	-0.3
O=C(Nc1cnn(C23CC4CC(CC(C4)C2)C3)c1)c1cnn2c(C(F)(F)F)cc(-c3ccco3)nc12
 : 1.7	6.8	-27.8	-4.9	1.0	75.4*	-7.4	1.5	2.2	70.9*	-0.7
Nc1nc(N)nc(C2C=CCCC2)n1 (configuration not stated)
 : 4.0	-1.0	0.8	2.2	/	0.9	-6.6	2.2	1.2	5.9	-0.1
O=C(COC(=O)Cc1ccc(Br)cc1)Nc1ccc(N2CCOCC2)cc1
 : -0.6	-3.5	2.3	3.5	2.9	9.3	-6.0	0.6	2.3	0.4	1.0
Cc1ccc(C(=O)NCCCN2CCOCC2)c(Cl)c1
 : -0.1	-1.8	-26.9	-2.0	0.3	-13.0	-20.3	0.1	-68.0	-45.0	0.0
COc1ccc(N(CC(=O)N2CCCCCC2)S(=O)(=O)c2ccccc2[N+](=O)[O-])c(OC)c1
 : 7.2	30.6	8.9	0.0	2.2	-4.5	-2.7	-0.6	20.0	8.4	0.1
FC(F)(F)c1cccc(-c2nn[nH]n2)c1
 : -1.5	5.5	26.4	-1.4	0.9	-2.4	-5.8	0.1	9.7	35.5	0.0
CCN(C(=O)COC(=O)/C=C/c1nc2ccccc2s1)c1c(N)n(Cc2ccccc2)c(=O)[nH]c1=O
 : -2.1	-0.2	-3.5	0.5	/	-17.4	-2.6	-0.6	-68.8	-35.2	-0.1
CS(=O)(=O)N(CC(=O)N1CCN(c2ccc(F)cc2)CC1)c1ccc(F)c(Cl)c1
 : 11.5	-0.3	15.7	-4.7	3.6	5.1	-3.0	0.6	-10.3	17.1	0.3
Cn1c(SCC(=O)N2CCN(c3ccccc3)CC2)nnc1-c1ccccc1
 : -5.6	1.6	24.1	-1.1	3.7	-1.3	-3.6	-4.4	13.2	12.6	0.0
COc1ccccc1CC(=O)Nc1cc(S(=O)(=O)N2CCOCC2)ccc1N1CCOCC1
 : 11.2	-8.9	-35.8	-5.2	-1.3	17.8	-6.4	0.0	16.9	-0.1	-0.2
O=C(Nc1ccccc1)Nc1c(F)cccc1F
 : -2.1	-2.4	-17.8	-2.4	2.5	-18.2	-3.6	-1.0	-67.5	-74.3	-0.1
COc1ccc(Nc2nnc(SCC(=O)NC3CC3)s2)cc1
 : -6.8	-13.5	-25.9	7.7	2.7	-8.8	-3.3	1.1	-34.7	-15.4	0.0
CC(NC(=O)Nc1ccc(Cl)cc1)C1CCCO1 (configuration not stated)
 : 4.9	-1.1	-44.3	-18.9	-3.0	-21.1	4.4	2.0	-107.0	-80.5	-0.2
CCCCNC(=O)C1CC(=O)N(CCc2ccccc2)C1 (configuration not stated)
 : -6.3	1.1	6.2	1.6	1.9	-3.9	-15.2	-0.4	8.9	-2.5	-0.2
CCC(C)Sc1cccc(-c2nc3ccccn3c2NCc2ccccc2)c1 (configuration not stated)
 : -0.5	7.2	-54.7	-4.9	/	-3.1	-4.4	12.6	-300.6	73.3*	0.7
COc1ccc(/C=N/NC(=O)c2ccn[nH]2)cc1Cn1cc([N+](=O)[O-])cn1
 : 1.8	5.7	-42.3	-0.7	-0.9	-27.9	-4.3	0.3	-34.1	-16.6	0.0
CC(=O)c1sc(NC(=O)CN2C(=O)CCC2=O)nc1C
 : 1.4	-10.7	-8.4	16.9	-0.1	6.5	-5.1	-3.9	15.0	1.3	0.3
CCCS(=O)(=O)NCCc1cc2ccc(OC)cc2[nH]c1=O
 : 8.3	-3.5	18.8	10.9	2.6	-11.5	-9.6	3.4	-68.9	-40.4	2.1
C[n+]1ccc(C(=O)Nc2ccccc2Cl)cc1
 : -0.5	-3.4	8.6	5.5	-5.2	-4.7	-1.5	0.5	16.1	7.9	-0.2
O=C(Nc1ccnn1C1CCN(CC(O)CO)CC1)C1CCCC1 (configuration not stated)
 : 7.7	5.0	-37.1	0.7	/	2.9	/	0.4	10.6	6.4	0.1
CCCCn1nc(C(=O)Nc2ccc3c(c2)OCCO3)c2ccccc2c1=O
 : 5.4	6.4	1.2	-3.9	0.7	-11.2	-22.5	-0.1	-107.1	-33.5	0.0
CCOC(=O)N1CCN(C(=O)c2ccc3c(c2)N(Cc2cccc(Cl)c2)C(=O)c2ccccc2S3=O)CC1 (configuration not stated)
 : 13.4	-1.3	5.3	4.3	2.3	19.7	-14.4	-0.2	13.7	39.2	-0.2
COc1cccc(/C=N/NC(=O)c2ccc(CN3c4cccc5cccc(c45)S3(=O)=O)cc2)c1
 : -2.0	-4.0	-9.9	-1.4	-0.2	1.5	-5.5	-0.4	7.9	20.6	0.0
Nc1nnc(SCC(=O)NN2C(=O)NC3(CCCCC3)C2=O)s1
 : 3.2	-6.5	5.4	-3.2	-5.8	9.8	-4.4	-1.6	12.4	3.1	-0.2
CC1=C(C(=O)Nc2ccc(C(=O)N3CCN(c4cccc(Cl)c4)CC3)cc2)SCCO1
 : -0.1	-0.8	-12.1	-1.1	-2.4	8.3	-6.6	-0.7	-14.8	-4.3	-0.1
Cc1oc2cc3oc(=O)c(CCC(=O)NCCC(=O)O)c(C)c3cc2c1C
 : -0.2	0.6	-8.9	4.8	-1.3	14.0	-3.4	0.5	-1.7	8.0	0.1
CCOc1ccc(Cc2nc(C)c(CC(=O)N3CCCCC3)c(=O)[nH]2)cc1
 : -12.9	1.8	5.9	5.2	1.1	-3.4	-6.6	-0.3	11.9	8.8	-0.2
Cc1ccc(C)c(NC(=O)Cc2nc(CCl)cs2)c1
 : -1.2	2.5	-19.2	-5.4	0.6	-2.9	-4.7	2.3	15.4	-1.0	-0.2
COc1ccc(OC)c(NC(=O)Nc2ccc3[nH]ccc3c2)c1
 : 3.3	-6.4	-16.7	-4.8	-0.8	/	-4.8	-0.1	-20.0	-19.8	-0.1
CCOc1cc(/C=N/Nc2cc(C)nc3ccc(C)cc23)ccc1O
 : -4.2	-0.5	-33.6	-3.5	3.1	-44.2	-19.9	0.4	-49.7	-112.8	0.2
CCOC(=O)C1=C[C@@H](C(C)(C)C)N(S(=O)(=O)c2ccc(C)cc2)[C@H]1c1ccccc1Cl
 : /	-1.1	-16.6	/	/	/	-6.5	-1.1	2.9	7.9	-0.1
CN1C(=O)C(O)(C2COC(C)(C)CC2=O)c2ccccc21 (configuration not stated)
 : -12.7	-1.6	-18.5	7.2	-1.3	0.7	0.0	-1.8	6.5	8.4	0.3
Cc1ccc(S(=O)(=O)NNc2nnc(C)c(=O)[nH]2)cc1
 : 12.3	0.6	11.1	0.0	2.6	3.9	-4.4	1.9	9.2	3.1	-0.1
Cc1cccc(OCC(=O)N2CCN(S(C)(=O)=O)CC2)c1
 : 7.6	-6.6	0.5	12.7	1.1	-24.7	-5.2	-0.3	9.7	7.3	0.2
CCCCn1c(SCC(=O)Nc2ccc3c(c2)OCO3)nc2c1c(=O)n(C)c(=O)n2C
 : 17.6	-1.4	-19.0	-4.3	-0.9	4.6	-7.9	0.9	19.1	10.5	1.0
COc1ccc(CC(=O)N(C)Cc2ccc(OC(F)F)cc2)cc1S(=O)(=O)N1CCOCC1
 : -4.8	0.1	-4.7	-6.0	/	-1.0	-1.7	2.3	5.6	8.7	0.0
CCC1CCCCN1C(=O)COc1c(Br)cc(Br)c2cccnc12 (configuration not stated)
 : -35.4	5.4	10.8	-10.0	6.7	21.6	3.7	2.6	-7.7	21.9	0.0
NC(=O)COc1ccc2cc(-c3ccccc3)c(=O)oc2c1
 : -1.3	-1.3	-16.3	0.5	3.1	-51.8	-4.5	0.5	-143.5	-143.8	0.2
CC(C)OCCCn1c(SCC(=O)N2CCc3ccccc32)nc2ccccc2c1=O
 : 12.6	-2.8	-17.5	-4.0	-1.5	6.8	-4.5	-0.4	12.7	23.4	0.2
O=C(/C=C\Nc1ccc(S(=O)(=O)Nc2ncccn2)cc1)c1ccccc1
 : 7.4	-0.5	-25.8	-3.0	/	3.7	-4.7	-0.2	-18.4	-29.3	0.0
COCCN1C(=O)/C(=C/c2ccc(N3CCCC3)cc2C)SC1=S
 : -20.2	8.1	-36.6	1.8	0.1	-44.3	-5.4	2.8	-51.3	-85.9	-0.2
CCc1ccccc1NC(=O)c1ccc(OCc2c(C)noc2C)cc1
 : -2.9	17.9	-12.1	20.8	/	9.4	-5.8	3.6	-15.2	13.9	0.1

# Ordered by value in aDG glyco act (highest first): 3 from the list above
structure,PDI turbidity,Exocytosis inh,NR2E3 ag-2,Vif inh,NR2E3 ag-1,TRPM1 prom inh,CaV13 ICDI inh,HIF-2a inh,Peg3 prom inh,aDG glyco act
CCCCn1c(SCC(=O)Nc2ccc3c(c2)OCO3)nc2c1c(=O)n(C)c(=O)n2C,17.6,-1.4,-19.0,-4.3,-0.9,4.6,-7.9,19.1,10.5,1.0
CCc1ccccc1NC(=O)c1ccc(OCc2c(C)noc2C)cc1,-2.9,17.9,-12.1,20.8,/,9.4,-5.8,-15.2,13.9,0.1
COCCN1C(=O)/C(=C/c2ccc(N3CCCC3)cc2C)SC1=S,-20.2,8.1,-36.6,1.8,0.1,-44.3,-5.4,-51.3,-85.9,-0.2
